# Screening results deposited in PubChem BioAssay by several laboratories.
# ARFGAP1 inh: inhibitors of rat ARFGAP1 GAP activity, primary screen, biochemical, fluorescence polarization, GDP tracer; ADP-ribosylation factor GTPase-activating protein 1 (Rattus norvegicus), Q62848; Arfgap1-stimulated ARF1 GTP hydrolysis, GDP FP detection; inhibition, % at 16.5 µM; 0.26% of 360,000 active; AID 651572, 2012;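 active = inhibition above a per-plate limit, mean inhibition of low control wells plus 3 SD, cut at about 25% in these data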;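 also: 0% = DMSO wells with enzyme and 100% = wells lacking Arfgap1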
#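 System: truncated rat Arfgap1 GAP domain / Benchmarks: high control wells lacking Arfgap1, low control full reaction with DMSO / Times: compound-enzyme preincubation 20 min, reaction 120 min, detection 60 min, 25 °C / Repeats: one replicate per compound / Also added: human ARF1(Δ1-17)-GTP substrate / Measured by: Tracer-displacement fluorescence polarization with EDTA stop, 620/688 nm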
# SMARCA2 activ: SMARCA2 (BRM) function activators, primary screen, cell-based, luminescence, high throughput; 1% of 370,000 active; MG213 cells, MMTV-luciferase reporter, dexamethasone, overnight; activation, % at 9.1 µM; in the data active = activation above about 7.8%;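 also: 0% = vehicle wells and 100% = reference activator wells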
# ASAP1 inh: inhibitors of human ASAP1 ArfGAP activity, primary screen, biochemical, fluorescence polarization | inhibition, % at 16.5 µM | Arf-GAP with SH3 domain, ANK repeat and PH domain-containing protein 1 (Homo sapiens), … | ASAP1-stimulated ARF1 GTP hydrolysis, GDP FP detection | 0.19% of 360,000 active; in the data active = inhibition above about 25%;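 also: 0% = vehicle with enzyme and substrate and 100% = no enzyme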
# mABHD4 FP: ABHD4 inhibitors, primary screen, biochemical, fluorescence polarization, mouse; (Lyso)-N-acylphosphatidylethanolamine lipase (Mus musculus), Q8VD66; purified mABHD4, FP-Rh probe fluorescence polarization; inhibition, % at 8.92 µM; 0.54% of 370,000 active;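 active = inhibition exceeding the mean over every tested compound plus 3 SD, cut at about 30% in these data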;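 also: 0% = plate median of compound wells and 100% = S159A mutant with DMSO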
#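 Assay system: Wild-type mouse ABHD4 protein | Medium: HEPES pH 7.0 buffer, 150 mM NaCl, 0.01% Pluronic F-127 | Incubation: Enzyme–compound pre-incubation 45 min, then probe 60 min, both 25 °C | Technique: Fluorescence polarization with parallel and perpendicular emission, 525/598 nm | Evaluation: % inhibition of FP-Rh probe binding versus controls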
# rCAG binder: binders of r(CAG) RNA repeats, primary screen, biochemical, fluorescence | r(CAG) RNA repeat, TO-PRO-1 dye displacement fluorescence | inhibition, % at 3 µM | 1.3% of 370,000 active | AID 651821, 2012;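 active = inhibition above the plate cutoff, the mean of all test compounds on that plate plus 3 SD, cut at about 35% in these data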;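 also: 0% = DMSO alone and 100% = 100 µM mitoxantrone as full dye displacement; higher means more dye released from RNA so lower well fluorescence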
# NR1D1 modulator: modulators of Rev-erb alpha DNA binding, primary screen, biochemical, FITC-DNA, fluorescence polarization, uHTS | Nuclear receptor subfamily 1 group D member 1 (Homo sapiens), P20393 | AID 1259318, 2017 | activity, % at 10 µM | Rev-erbα–FITC-DNA binding, 90 min | 0.79% of 370,000 active;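 active = activity above about 14%, limit read from the data; passing the limit was not always enough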;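 also: 0% = DMSO wells with 35 nM protein and 100% = DMSO wells with 750 nM protein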
# Target sequence (P20393 whole entry, looked up): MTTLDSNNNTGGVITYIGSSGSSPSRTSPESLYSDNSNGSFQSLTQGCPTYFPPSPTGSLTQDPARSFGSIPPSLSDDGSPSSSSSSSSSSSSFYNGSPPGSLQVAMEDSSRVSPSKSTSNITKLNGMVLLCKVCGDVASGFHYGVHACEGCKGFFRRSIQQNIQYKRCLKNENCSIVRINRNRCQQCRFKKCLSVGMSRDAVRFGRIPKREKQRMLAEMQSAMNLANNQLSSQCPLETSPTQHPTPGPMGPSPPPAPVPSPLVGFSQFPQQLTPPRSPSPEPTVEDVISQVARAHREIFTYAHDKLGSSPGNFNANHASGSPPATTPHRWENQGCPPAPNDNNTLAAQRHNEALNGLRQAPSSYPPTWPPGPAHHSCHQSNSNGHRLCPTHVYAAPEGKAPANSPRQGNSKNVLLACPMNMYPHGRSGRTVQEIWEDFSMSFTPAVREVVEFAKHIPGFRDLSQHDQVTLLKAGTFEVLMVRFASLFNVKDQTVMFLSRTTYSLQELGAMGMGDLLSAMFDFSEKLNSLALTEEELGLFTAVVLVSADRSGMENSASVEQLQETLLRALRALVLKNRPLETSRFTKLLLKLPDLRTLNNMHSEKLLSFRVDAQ
# HTRA1 inh: HTRA1 serine protease inhibitors, primary screen, biochemical, fluorescence polarization, HTS | Q92743 | recombinant HTRA1, FP-rhodamine activity-based probe | inhibition, % at 5.96 µM | 0.5% of 340,000 active | AID 504803, 2011; in the data active = inhibition above about 36%;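 also: 0% = enzyme with DMSO and 100% = wells lacking enzyme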
# Target sequence (Q92743 whole entry, looked up): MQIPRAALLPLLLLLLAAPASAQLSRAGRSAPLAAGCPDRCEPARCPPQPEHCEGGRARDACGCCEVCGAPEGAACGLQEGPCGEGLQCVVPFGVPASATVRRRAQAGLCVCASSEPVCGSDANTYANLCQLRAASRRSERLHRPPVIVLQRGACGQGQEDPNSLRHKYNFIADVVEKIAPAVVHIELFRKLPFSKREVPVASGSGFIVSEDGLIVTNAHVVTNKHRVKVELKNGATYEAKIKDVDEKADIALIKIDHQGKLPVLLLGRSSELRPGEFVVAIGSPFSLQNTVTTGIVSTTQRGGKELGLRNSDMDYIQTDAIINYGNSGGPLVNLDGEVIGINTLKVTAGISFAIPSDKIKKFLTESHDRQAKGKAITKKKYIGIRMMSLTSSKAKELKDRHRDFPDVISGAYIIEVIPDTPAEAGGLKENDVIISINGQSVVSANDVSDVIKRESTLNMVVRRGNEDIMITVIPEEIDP
# PG9 binder: binders of HIV-1 gp120 antibody PG9, primary screen, biochemical, TR-FRET | inhibition, % at 6.7 µM | HIV-1 gp120 / PG9 antibody interaction | TR-FRET gp120-PG9 antibody binding | 0.43% of 360,000 active; in the data active = inhibition above about 8.5%
# GC-B act: human GC-B receptor activators, primary screen, HEK293 GC-B cells, cGMP TR-FRET, EC30 CNP; Atrial natriuretic peptide receptor 2 (Homo sapiens), P20594; 0% at EC30 CNP, 100% saturating CNP; activation, % at 10 µM; 0.11% of 370,000 active;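 active = activation at 10 µM reaching about 35% in either raw or pattern-adjusted values, limit read from the data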
# NPR1 activator: GC-A stimulated cGMP production enhancers – HEK293 GC-A cells, cGMP TR-FRET, EC30 ANP, primary screen; activation, % at 10 µM; 0.14% of 370,000 active; 0% at EC30 ANP, 100% saturating ANP; Atrial natriuretic peptide receptor 1 (Homo sapiens), P16066; in the data active = activation above about 40%
# * hit, by the source's call; nt = no result given.
nr	mol	ARFGAP1 inh	SMARCA2 activ	ASAP1 inh	mABHD4 FP	rCAG binder
1	COc1cc(C(C)=O)ccc1OCC(O)CN1CCN(c2cc(C)cc(C)c2)CC1 (stereo unspecified)	-5.3	-1.7	-0.8	2.1	-7.6
2	Cc1nn(Cc2cccc3ccccc23)c(C)c1NC(=O)c1cccnc1	-2.3	1.8	-1.4	-0.4	-1.9
3	CCN(CCC#N)c1ccc(N2C(=O)CCCC2=O)cc1[N+](=O)[O-]	15.3	-4.0	-0.5	2.8	-5.8
4	O=C(c1cccc(I)c1)N1CCC(Oc2cccnc2)CC1	nt	0.3	nt	2.8	1.0
5	O=C(CC1NCCc2ccccc21)Nc1ccccc1Cl (stereo unspecified)	7.1	-3.3	1.1	5.4	0.9
6	CC(C)OCP(=O)(c1ccccc1)c1ccccc1	-4.6	-2.9	-0.1	-0.8	-1.3
7	COc1ccc(/C=C/C(=O)c2ccc3c(c2)OCCO3)cc1[N+](=O)[O-]	3.4	6.2	-11.9	3.3	3.9
8	COC(=O)c1cc(NC2c3ccccc3C(=O)N2Cc2ccco2)cc(C(=O)OC)c1 (stereo unspecified)	12.8	-2.1	-5.5	4.3	1.7
9	CCOC(=O)C1CCN(C(=O)CC2(CC(=O)O)CCCC2)CC1	0.2	0.1	-1.3	1.9	1.8
10	O=C(Nc1ccc(N2CCOCC2)cc1)C1CCCN(S(=O)(=O)c2cccc(C(F)(F)F)c2)C1 (stereo unspecified)	6.7	-2.0	5.0	7.1	-3.8
11	Nc1cc(C(=O)N2CCN(c3ccc([N+](=O)[O-])cc3)CC2)ccc1N1CC2CC(C1)c1cccc(=O)n1C2 (stereo unspecified)	1.1	-0.6	-6.0	-0.9	-3.3
12	COc1ccc(-c2csc(C(O)c3cccc(OC)c3)n2)cc1 (stereo unspecified)	3.6	-2.3	0.7	-6.1	0.7

nr	NR1D1 modulator	HTRA1 inh	PG9 binder	GC-B act	NPR1 activator
1	1.1	6.3	1.2	-0.5	0.0
2	4.3	-0.2	-2.6	-1.6	0.5
3	3.9	2.6	-2.5	0.0	5.2
4	5.8	nt	nt	-3.8	-0.7
5	-7.3	6.0	0.1	-3.4	-6.1
6	-1.6	7.8	-0.4	-1.4	-6.8
7	-6.7	-3.7	-3.6	-6.6	3.5
8	3.4	2.6	-0.8	-6.8	-2.9
9	-4.0	9.3	0.4	0.0	-3.0
10	4.3	5.5	-1.4	-0.5	-0.9
11	5.3	6.4	-0.6	1.5	0.7
12	-1.1	nt	0.1	-0.8	4.3

# An excerpt from above, limited to GC-B act and ARFGAP1 inh.
item	smiles	GC-B act	ARFGAP1 inh
2	Cc1nn(Cc2cccc3ccccc23)c(C)c1NC(=O)c1cccnc1	-1.6	-2.3
3	CCN(CCC#N)c1ccc(N2C(=O)CCCC2=O)cc1[N+](=O)[O-]	0.0	15.3

# An excerpt from above in order of formula weight, ascending.
nr	mol	ARFGAP1 inh	SMARCA2 activ	ASAP1 inh	mABHD4 FP	rCAG binder
12	COc1ccc(-c2csc(C(O)c3cccc(OC)c3)n2)cc1 (stereo unspecified)	3.6	-2.3	0.7	-6.1	0.7
4	O=C(c1cccc(I)c1)N1CCC(Oc2cccnc2)CC1	nt	0.3	nt	2.8	1.0
8	COC(=O)c1cc(NC2c3ccccc3C(=O)N2Cc2ccco2)cc(C(=O)OC)c1 (stereo unspecified)	12.8	-2.1	-5.5	4.3	1.7
10	O=C(Nc1ccc(N2CCOCC2)cc1)C1CCCN(S(=O)(=O)c2cccc(C(F)(F)F)c2)C1 (stereo unspecified)	6.7	-2.0	5.0	7.1	-3.8

nr	NR1D1 modulator	HTRA1 inh	PG9 binder	GC-B act	NPR1 activator
12	-1.1	nt	0.1	-0.8	4.3
4	5.8	nt	nt	-3.8	-0.7
8	3.4	2.6	-0.8	-6.8	-2.9
10	4.3	5.5	-1.4	-0.5	-0.9

# Remaining list, next part
nr	mol	ARFGAP1 inh	SMARCA2 activ	ASAP1 inh	mABHD4 FP	rCAG binder
13	COc1ccc(Br)cc1CNCCSc1nnnn1C	5.9	-2.5	0.2	-2.6	-5.0
14	COc1cccc(CNC(=O)C2CCCN(c3cnccn3)C2)c1 (stereo unspecified)	-0.9	-0.8	3.9	0.0	-0.5
15	Oc1ccc(Cl)cc1C1=NCCNC(C(F)(F)C(F)F)=C1	10.8	-2.9	9.8	0.3	-1.8
16	CN1CCN(c2nc3c(c(=O)n(C)c(=O)n3C)n2Cc2ccc(F)cc2)CC1	-0.2	1.4	-3.2	-7.7	-9.1
17	CN1CCN(C(=O)c2cc(Cl)ccc2NC(=O)c2ccc(Cl)cc2Cl)CC1	3.7	-3.0	-3.0	-3.0	-4.7
18	CCOc1cccc(C(=O)Nc2ccc(NC(=O)c3ccccc3)c(C)c2)c1	-4.8	-3.0	-1.3	-4.2	-1.8
19	COc1cc2c(cc1OCc1ccccc1)/C(=C/C(=O)OCc1ccccc1)OC2	6.0	2.6	4.5	-2.4	4.3
20	Cc1ccc(C)c(-c2cc(C(=O)NNC(=S)NCC(C)C)c3ccccc3n2)c1	14.6	-0.6	6.6	2.3	44.7*
21	O=C(O)c1cccc(S(=O)(=O)N(Cc2ccccc2)c2cccc(C(F)(F)F)c2)c1	7.7	-3.9	-4.6	-6.0	52.6*
22	CC(C)C(=O)NNC(=O)CN1CCN(c2nc(-c3ccccc3)cs2)CC1	4.8	-2.4	-11.7	-3.9	-0.6
23	CC(=O)Nc1cccc(Oc2nc(NCC3CC3)nc3ccsc23)c1	8.6	-4.1	11.8	-10.0	0.1
24	CC(C)(C)/C(O)=C/c1nc2ccccc2oc1=O	1.9	-2.3	-11.2	21.1	-0.3

nr	NR1D1 modulator	HTRA1 inh	PG9 binder	GC-B act	NPR1 activator
13	0.0	2.1	0.6	-2.9	2.1
14	1.0	6.1	-0.4	0.8	1.6
15	1.2	1.5	3.2	2.7	-3.5
16	1.8	7.2	-0.4	-6.0	-3.5
17	-3.0	-5.4	0.2	0.3	5.2
18	11.2	-22.0	-1.5	2.7	-4.4
19	-1.6	nt	-0.1	12.7	10.3
20	3.7	-12.6	-2.2	5.6	-4.1
21	-0.2	-16.7	-0.8	1.6	0.8
22	1.6	2.5	0.8	4.2	1.8
23	2.0	nt	-1.6	-1.3	0.6
24	-1.8	5.4	-0.8	2.5	-0.1

# More results follow:
nr	mol	ARFGAP1 inh	SMARCA2 activ	ASAP1 inh	mABHD4 FP	rCAG binder
25	O=Cc1ccc([B-](F)(F)F)s1	-4.9	-4.7	0.9	7.1	0.5
26	O=C(CCc1nc2ccccc2c(=O)[nH]1)Nc1ccc(F)cc1	2.3	1.6	0.0	-1.7	3.1
27	COc1ccc(/C=N/NC(=O)CNC(=O)c2ccncc2)cc1	-1.2	1.3	4.3	-5.1	-0.4
28	CC(C)Cc1nnc(NC(=O)CCC(=O)N2CC(C)CC(C)C2)s1 (stereo unspecified)	-0.2	-1.1	-8.1	4.6	-8.0
29	Cc1ccc(NC(=O)C2CC(=O)N/C(=N/NC(=O)c3ccc(C)cc3)S2)cc1 (stereo unspecified)	-3.1	0.5	-4.1	5.3	17.1
30	CCC(=O)Nc1nc(-c2ccc3c(c2)CC(C)N3S(C)(=O)=O)cs1 (stereo unspecified)	-8.4	0.0	-4.0	-2.0	-0.6
31	CN1C(=O)CC(C(=O)O)SC1=Nc1cccc(C(F)(F)F)c1 (stereo unspecified)	-3.6	-1.3	4.1	6.3	1.4
32	COc1ccccc1C(=O)NC(=O)COC(=O)c1cnccn1	-2.7	0.1	-1.3	2.0	3.0
33	O=S1(=O)CC(O)C(N2CCCCC2)C1 (stereo unspecified)	-14.5	1.7	1.6	4.3	-1.2
34	Cc1nc(N2CCCCCC2)c2ccccc2n1	9.9	-2.6	16.4	2.6	-0.5
35	COc1cccc(-c2cc(C(F)(F)F)nc(N3CCOCC3)n2)c1	11.9	-2.3	8.4	-2.4	-1.9
36	CNC(=S)SCCOc1ccccc1	2.9	0.1	7.8	-4.8	-0.5

nr	NR1D1 modulator	HTRA1 inh	PG9 binder	GC-B act	NPR1 activator
25	0.4	6.9	-0.3	1.5	6.2
26	-4.8	5.3	-1.1	-5.6	-5.0
27	3.1	10.2	-3.3	-2.5	0.5
28	-3.6	0.6	-1.6	1.7	3.6
29	-1.6	0.9	-1.9	2.2	-1.5
30	-4.9	-5.3	-1.1	2.8	7.6
31	2.1	-0.4	-0.8	0.5	3.5
32	8.4	4.8	-0.1	0.5	2.7
33	-4.4	5.8	0.6	1.1	-4.4
34	-7.6	1.2	-0.1	-1.3	9.7
35	2.7	-7.4	0.4	3.2	-3.2
36	-2.5	0.6	-1.9	4.2	9.1

# (cont.)
nr	mol	ARFGAP1 inh	SMARCA2 activ	ASAP1 inh	mABHD4 FP	rCAG binder
37	CC(=O)c1cccc(NC(=O)CSc2ccc(-c3cccnc3)nn2)c1	-4.9	5.3	-4.7	2.0	-2.8
38	CCC(C)(C)NC(=O)CN(Cc1ccccc1)C(=O)CCC(=O)Nc1nccs1	-8.0	-1.6	-21.3	0.9	-7.3
39	Cc1ccc(-c2nc(SCC(=O)c3c(N)n(C4CC4)c(=O)[nH]c3=O)n[nH]2)cc1	-5.1	-2.8	-20.2	-1.3	0.6
40	CCOc1ccc(NC(=O)CSc2nnc(Cn3c(=O)sc4ccccc43)n2C)cc1	2.9	-1.0	-2.4	-4.1	4.1
41	O=C(NCc1ccccc1F)C1CCCN1C(=O)Nc1ccc(Cl)cc1 (stereo unspecified)	12.8	-0.6	-6.4	2.6	12.5
42	CC(C)C(NC(=O)c1ccccc1F)C(=O)Nc1nccs1 (stereo unspecified)	0.1	0.1	5.0	0.2	-3.9
43	CCCCC(=O)N(C)c1c(CC)nc2c(OCC(=O)N3CCOCC3)cccn12	1.6	-4.6	-4.5	1.4	0.9
44	COc1cc(OC)c(OC)cc1/C=N/NC(=S)NCCN1CCOCC1	5.6	0.6	-8.6	2.9	-3.2

nr	NR1D1 modulator	HTRA1 inh	PG9 binder	GC-B act	NPR1 activator
37	2.6	9.4	-1.3	-6.7	-0.3
38	-4.2	-0.4	0.3	-1.6	1.7
39	-1.5	5.5	1.2	-4.6	-1.1
40	5.0	-3.1	-0.8	4.8	1.4
41	-0.7	-4.7	-0.9	4.5	-3.1
42	6.3	5.0	0.0	4.3	-2.4
43	9.5	nt	1.0	-5.0	-0.5
44	-2.8	-4.1	-2.2	0.2	7.6

# Hits appear at their usual frequency (roughly 4.4% active in at least one column).
